# Assay outcomes as filed in PubChem BioAssay.
# SNCA viab count = counter-screen for SNCA expression inhibitors: cell viability. HEK-293-SNCA-luc viability, GF-AFC fluorescence, 24 h. 150,000 compounds, 0.12% hits. Potency, µM (series often up to 57.1 µM), inactives show at the highest dose activity change, negative = cytotoxicity, actives largely listed as cytotoxic;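 further: potency means the concentration at half of the fitted maximal effect; 0% = DMSO-treated cells and -100% = medium-only wells without cells; nearly all actives have a fitted effect of over 30% in size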
#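 Cytotoxicity counterscreen: after 24 h compound treatment of genome-edited SNCA-luciferase HEK-293 cells, live-cell protease substrate GF-AFC read by fluorescence after 30 min; activity scaled between DMSO (0%) and medium-only (-100%), curves Hill-fitted.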
# SNCA expr inhib = reduces expression of the alpha-synuclein gene; AID 1671194; HEK-293 SNCA-luciferase knock-in, luminescence, 24 h; 140,000 compounds, 0.17% hits; Potency, µM (doses to about 57.2 µM), without a hit: top-dose activity change, negative = inhibition, actives largely listed as inhibitors;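 further: potency means the concentration at half of the fitted maximal effect; plate controls were DMSO cells for no effect and cell-free wells for full effect; nearly all actives have a fitted effect of over 45% in size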
# IP6K1 inhibitor = blocks human inositol hexakisphosphate kinase 1. activity change, % (series mostly up to about 58 µM). AID 1645851. IP6K1 kinase, ADP-Glo luminescence, 2 h; active compounds read low. 140,000 compounds, 0.81% hits. Q92551; in the data active means activity change below about -25%
# Target sequence (Q92551 whole entry, looked up): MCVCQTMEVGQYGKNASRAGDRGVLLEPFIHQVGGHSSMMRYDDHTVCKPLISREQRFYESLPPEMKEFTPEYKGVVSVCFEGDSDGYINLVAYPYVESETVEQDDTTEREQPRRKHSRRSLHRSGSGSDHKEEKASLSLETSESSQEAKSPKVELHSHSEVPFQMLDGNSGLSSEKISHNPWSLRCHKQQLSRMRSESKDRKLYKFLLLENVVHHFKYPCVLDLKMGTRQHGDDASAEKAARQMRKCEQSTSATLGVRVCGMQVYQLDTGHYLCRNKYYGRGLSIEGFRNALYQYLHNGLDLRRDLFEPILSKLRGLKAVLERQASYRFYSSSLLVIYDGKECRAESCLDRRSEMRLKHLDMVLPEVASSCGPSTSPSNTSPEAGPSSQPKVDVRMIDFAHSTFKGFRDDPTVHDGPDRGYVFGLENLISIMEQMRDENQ
#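 ADP-Glo luminescence measures ADP made by human IP6K1 during a 2 h RT reaction with ATP/IP6 (mix at 1.3 mM/130 uM); top library doses 57.5 and 19.1 uM final.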
# HEK293 tox = cytotoxic compounds in HEK 293 cells; HEK 293 viability, ATP luminescence (CellTiter-Glo), 48-72 h; Potency, µM (top dose mostly 115 µM), without a hit: at the top dose activity change, negative = cytotoxicity, usual class: inhibitors; 94,000 compounds, 6.6% hits; AID 1345083; further: potency means the concentration at half of the fitted maximal effect; nearly all actives have a fitted effect of over 60% in size
#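 CellTiter-Glo luminescence (cellular ATP) was read after 48 or 72 hr of compound exposure at 37 degree Celsius. Cells were HEK 293 plated at 250 cells/well.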
# GPT2 inh = inhibitors of human GPT2 alanine aminotransferase; Recombinant GPT2, coupled pyruvate oxidase/HRP Amplex Red fluorescence; Potency, µM (series often up to 57.7 µM), for inactives: at the highest dose activity change, negative = inhibition, usual class: inhibitors; 100,000 compounds, 0.25% hits; AID 1671188; further: potency means the concentration at half of the fitted maximal effect; nearly all actives have a fitted effect of over 60% in size; many of its hits are not listed in these tables
#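 Recombinant GPT2 (10ng/uL) with 250uM a-KG and 2mM L-alanine, 30 min at room temperature, in HEPES pH 7.5 buffer. Pyruvate detected by pyruvate oxidase/HRP/Amplex Red fluorescence after 30 min in the dark; AOA (50uM) as positive control.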
# 3T3 cytotox = NIH 3T3 cell cytotoxicity. NIH 3T3 viability, CellTiter-Glo ATP luminescence, 48-72 h. Potency, µM (titrated, usually from 96.7 µM), for the others: at the top dose activity change, negative = cytotoxicity, actives largely listed as inhibitors. 94,000 compounds, 4.3% hits. AID 1345082; further: potency means the concentration at half of the fitted maximal effect; nearly all actives have a fitted effect of over 55% in size
#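 Luminescent ATP readout (CellTiter-Glo, 10 min RT) after 48 or 72 hr compound exposure of NIH 3T3 cells seeded at 400 cells/well in 1536-well format; quantitative HTS.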
# Luciferase inh = inhibitors of firefly (Photinus pyralis) luciferase. P08659. purified P. pyralis luciferase, luminescence, biochemical. Potency, µM (top dose mostly 115 µM), for the others: at the top dose activity change, negative = inhibition, most hits filed as inhibitors. 76,000 compounds, 2.5% hits; further: potency means the concentration at half of the fitted maximal effect; nearly all actives have a fitted effect of over 65% in size
# Target sequence (P08659 whole entry, looked up): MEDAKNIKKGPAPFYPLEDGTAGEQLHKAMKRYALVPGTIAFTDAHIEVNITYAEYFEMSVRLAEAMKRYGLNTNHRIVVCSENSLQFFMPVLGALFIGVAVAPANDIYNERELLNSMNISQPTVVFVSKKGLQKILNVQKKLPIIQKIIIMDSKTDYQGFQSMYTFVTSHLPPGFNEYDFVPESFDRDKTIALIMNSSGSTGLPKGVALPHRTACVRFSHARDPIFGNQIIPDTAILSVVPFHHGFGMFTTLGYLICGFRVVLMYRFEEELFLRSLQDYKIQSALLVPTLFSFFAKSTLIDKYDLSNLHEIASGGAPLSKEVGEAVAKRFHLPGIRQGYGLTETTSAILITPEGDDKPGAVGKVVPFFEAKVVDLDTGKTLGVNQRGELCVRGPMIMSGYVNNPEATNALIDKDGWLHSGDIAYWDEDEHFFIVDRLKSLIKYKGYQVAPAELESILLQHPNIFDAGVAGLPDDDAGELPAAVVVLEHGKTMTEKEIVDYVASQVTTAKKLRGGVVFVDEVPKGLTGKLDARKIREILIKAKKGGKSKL
#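 Luminescence read by CCD imaging after purified firefly luciferase (10nM final) was added to substrate buffer holding 10uM D-luciferin and 10uM ATP, pH 7.5, pre-dosed with compound.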
# An asterisk follows results filed as active; i = inactive; ? = inconclusive; / = no result given; & = joins results of further samples; [ ] = dose if it differs, or a comment. Unless noted, the call rests on the fitted dose curve; in most records, active means well fitted curve in the direction sought with a large enough effect; inconclusive means small, poorly fitted or top-dose-only effect, or another doubt; inactive means no such curve, though single readings can be large; an effect the other way counts as inactive or inconclusive. Unless noted, on the % scale 0 is the no-effect control and ±100 the full control effect.
# Results follow in this order: SNCA viab count, SNCA expr inhib, IP6K1 inhibitor, HEK293 tox, GPT2 inh, 3T3 cytotox, Luciferase inh
Cc1ccc(CN2CCC3(CC2)OC(=O)N(Cc2ccc(O)cc2)C3(C)c2ccccc2)o1 (centres undefined)
 : -14%, -4%, -6, ?, i, ?, 1%
O=C([C@@H]1C[C@H](Oc2cccnc2)CN1C(=O)Cn1c(=O)oc2ccccc21)N1CCCC1
 : -1%, 1%, 8, -4%, 3%, 0%, 0%
CC(=O)c1[nH]c(C)c(C(=O)NCCc2ccc(C)cc2)c1C
 : -21%, 72%[activator], 36, /, /, /, /
COc1ccc(-c2cn(C)c(=O)n3cc(CN4CC[S+](=O)([O-])CC4)nc23)cc1OC
 : 11%[87.6 µM], 28%[87.6 µM], -13, -11%[172 µM], 0%[88.5 µM], ?, 4%[172 µM]
CCc1cccc(NC(=O)CCS(=O)(=O)c2ccc3nc(C)sc3c2)c1
 : 2%, ?, 18, /, /, /, /
Cc1ccc(-c2onc(C)c2C)cc1S(=O)(=O)N1CCc2ccccc21
 : 6%, -30%, 4, /, /, /, /
COc1ccc(Cl)cc1NC(=O)CCn1nc(C)cc1C
 : 10%, 18%, -12, /, /, /, /
Fc1ccc(CNC[C@H]2Cn3c(-c4ccc(F)cc4)cnc3CO2)cc1
 : -10%[87.6 µM], ?, 10, ?, -4%[88.5 µM], ?, -4%[172 µM]
CCC(=O)N1CCC(Cc2ncc(C)n2CCOC)C1 (centres undefined)
 : 12%, -19%, -12, -31%, 3%, -22%, -8%
COc1ccc(-c2noc(CN3CCCC(C(=O)c4cccnc4)C3)n2)c(OC)c1OC (centres undefined)
 : -4%, 1%, 14, -25%, ?, -29%, -2%

# Results follow in this order: SNCA viab count, SNCA expr inhib, IP6K1 inhibitor, HEK293 tox, GPT2 inh, 3T3 cytotox, Luciferase inh
Cc1nnc2ccc(N3CCC(NC(=O)c4ccc(F)cc4)C3)nn12 (centres undefined)
 : /, /, 2, -2%[172 µM], /, -15%[138 µM], /
COc1ccc(C(=O)N2CCN3C(=O)c4cc(-c5ccc(Cl)cc5)ccc4NC(=O)[C@@H]3C2)cc1
 : -23%, ?, -15, 32µM*, 0%, 28µM*, -4%
Cc1cnc(C)c(N2CCC(C(=O)O)(n3ccc(-c4ccco4)n3)CC2)n1
 : 6%, 6%, 33, 3%, i[11.5 µM], i, 2%
O=C(NCCc1ccccc1)c1cn2cc(-c3ccc(C(F)(F)F)cc3)sc2n1
 : 2%, 17%, -6, -4%, -8%, -12%, /
O=C(CN1C(=O)CNC1=O)NCCc1noc(-c2ccccc2)n1
 : -6%, 3%, 3, -8%, i[11.5 µM], 1%, 13%
COc1ccc(CN2CC3(CCN(C(=O)c4ccc(F)c(Cl)c4)CC3)C2=O)cc1
 : 3%, -22%, 14, ?, i, ?, 1%
CC/C=C(\C)CN1CCC2(CC1)Cc1ccccc1CNC2=O
 : 4%, 14%, 0, -25%, i, -16%, /
COc1ccc(C(=O)N2CCCC(n3cc(-c4nc(C5CC5)no4)nn3)C2)cc1 (centres undefined)
 : -5%, 10%, -3, -17%, i, -33%, -1%
COc1ccc(CCNc2nc(SCc3ccc(Cl)cc3)nc3ccccc23)cc1OC
 : 13%, 0%, -4, /, /, /, /
COc1cccc(C(=O)N2CCC(C(=O)N3CCC(N4CCOC4=O)CC3)CC2)c1
 : 3%, 0%, -2, 0%, i, -8%, /

# Results follow in this order: SNCA viab count, SNCA expr inhib, IP6K1 inhibitor, HEK293 tox, GPT2 inh, 3T3 cytotox, Luciferase inh
O=C(NCc1nnc2n1C(C(=O)N1CCN(c3ncccn3)CC1)CC2)c1cccnc1 (centres undefined)
 : -2%, -19%, -1, i, -1%, i, /
COc1ccc(C(=O)NCCn2ccn3nc(-c4ccc(C)cc4C)cc3c2=O)cc1F
 : -18%, 15%, -5, ?, i, ?, 1.3µM*
COc1ncccc1C(=O)N1Cc2cnn(Cc3ccc(F)cc3)c2C1
 : 3%, -25%, 13, -10%, -10%, -29%, 2%
CC(CNC(=O)c1ccc2nc(Cc3ccccc3)oc2c1)c1ccccc1 (centres undefined)
 : 3%, -6%, 26, /, /, /, /
COc1cccc(-c2ccc(C(=O)NCCNC(=O)c3cccc(Cl)c3)cc2)c1
 : /, /, 21, ?, /, ?, /
CCCCn1cc(S(=O)(=O)c2ccc(C)cc2)c(=O)c2cc(F)c(N3CCCCC3)cc21
 : -6%, -6%, -1, /, /, /, /
Cn1nc(-c2nncn2Cc2ccccc2)c2c1CCN(C(=O)CCC(=O)N1CCOCC1)C2
 : 7%, -9%, -5, i, ?, i, /
Cc1ccc(-c2cc(N3CCCN(C(=O)Cc4ccc(F)cc4)CC3)n[nH]2)cc1C
 : -13%, 1%, -16, ?, ?, ?, -11%
Cc1ccc(NC(=O)CSCc2cc(=O)c3ccccc3[nH]2)c(C)c1
 : -3%, 21%, -8, /, /, /, /
CCCCc1ccc(NC(=O)c2ccc3c(c2)CCN3S(=O)(=O)CC)cc1
 : 6%, 4%, -14, /, /, /, /

# One compound at a time, as listed above. Order of values: SNCA viab count	SNCA expr inhib	IP6K1 inhibitor	HEK293 tox	GPT2 inh	3T3 cytotox	Luciferase inh
# Cc1ccc(-c2cc(N3CCCN(C(=O)Cc4ccc(F)cc4)CC3)n[nH]2)cc1C in the list: -13%	1%	-16	?	?	?	-11%
# Cc1ccc(NC(=O)CSCc2cc(=O)c3ccccc3[nH]2)c(C)c1 in the list: -3%	21%	-8	/	/	/	/
# CC(CNC(=O)c1ccc2nc(Cc3ccccc3)oc2c1)c1ccccc1 (centres undefined) in the list: 3%	-6%	26	/	/	/	/
# CCCCn1cc(S(=O)(=O)c2ccc(C)cc2)c(=O)c2cc(F)c(N3CCCCC3)cc21 in the list: -6%	-6%	-1	/	/	/	/
# CCCCc1ccc(NC(=O)c2ccc3c(c2)CCN3S(=O)(=O)CC)cc1 in the list: 6%	4%	-14	/	/	/	/

# Next section
# Results follow in this order: SNCA viab count, SNCA expr inhib, IP6K1 inhibitor, HEK293 tox, GPT2 inh, 3T3 cytotox, Luciferase inh
CCCCNC(=O)[C@@H]1CCCC[C@@H]1C(=O)NCc1c(C)nn(CC)c1C
 : -14%, 32%[activator], 1, ?, 3%, i, ?
CC1Oc2ccc(NC(=O)c3ccccc3F)cc2CN(CCOc2ccccc2)C1=O (centres undefined)
 : -6%, 5%, 6, ?, -6%, ?, -1%
O=C(Cc1ccc(F)cc1)NCCc1csc2nc(-c3ccc(Cl)cc3)nn12
 : ?, -10%, 7, /, /, /, /
O=C(NCCN1CCOCC1)c1ccc(-c2ccc(N3CCCCC3)nc2)cc1
 : -23%, 19%, -4, ?, i, ?, 32µM*
O=C(C1CCCN1C(=O)NC1CCCC1)N1CCC(c2ccccc2)CC1 (centres undefined)
 : -16%, ?, 0, -18%, -29%, ?, /
CC(=O)N1CC2(CCN(C(=O)c3ccc(Cl)cc3)CC2)Cc2ccccc21
 : ?, ?, 28, ?, -5%, 10µM*, /
O=C1NC2(Cc3ccccc31)CN(C(=O)c1ccccc1Cl)C2
 : 5%&2%, -9%&31%, -5&11, i, ?, -3%&1%, /
COc1ccc(NC(=O)c2cc(=O)c3cc(C)cc(C)c3o2)cc1
 : -4%, 198%[activator], -10, /, /, /, /
COc1ccc(Nc2ccnc(N3CCC(C(=O)NC4CCCC4)CC3)n2)cc1
 : -18%[12.5 µM], 1%, -2, ?, i, 35µM*, /
CC(=O)N1CCN(C(=O)[C@@]23CCCC[C@H]2N(CCC(C)C)C(=O)CC3)CC1
 : 1%, -13%, -1, ?, ?, -9%, -7%

# Looked up above.
# Value of `O=C1NC2(Cc3ccccc31)CN(C(=O)c1ccccc1Cl)C2` under SNCA expr inhib: -9%&31%
# Value of `CCCCNC(=O)[C@@H]1CCCC[C@@H]1C(=O)NCc1c(C)nn(CC)c1C` under SNCA expr inhib: 32%[activator]

# (continued)
# Results follow in this order: SNCA viab count, SNCA expr inhib, IP6K1 inhibitor, HEK293 tox, GPT2 inh, 3T3 cytotox, Luciferase inh
CCOC(=O)C1(Cc2ccccc2F)CCCN(C(=O)c2c(C)nc3sccn23)C1 (centres undefined)
 : 4%, -23%, 1, ?, ?, -23%, -11%
CCOc1ccc(-n2cc(-c3ccccc3)c3c(N4CCN(c5ccccc5OC)CC4)ncnc32)cc1
 : 8%, 19%, 0, /, /, /, /
O=C1N(Cc2ccccc2)c2ccc(Cl)cc2C1(O)c1c[nH]c2ccccc12 (centres undefined)
 : -27%, ?, 12, /, /, /, /
CN(Cc1cnn(-c2ccccc2)c1)Cc1cc2ccccc2[nH]c1=O
 : -2%, -24%, 7, -1%, -10%, i, 10%
Cc1ccc(C2CCN(C(=O)c3cnn(-c4cccc(Cl)c4)c3C3CCN(C(=O)OC(C)(C)C)CC3)C2)cc1 (centres undefined)
 : -28%, ?, 3, /, /, /, /
COC(=O)CSc1nc2sc3c(c2c(=O)n1-c1ccccc1C)CC(C)(C)OC3
 : 2%, 6%, 30, /, /, /, /
Cc1cc2c(OCC(CNC(C)(C)C)OC(=O)c3ccccc3)cccc2[nH]1 (centres undefined)
 : 3%[23.9 µM], -24%[25.6 µM], 16, /, i, /, /
CCCNC(=O)N1CC(Oc2ccc(-c3nc(-c4ccccc4)no3)cc2)C1
 : -11%, 37%[activator], -1, -51%, i, -41%, ?
O=C(Cn1cnc2onc(-c3ccc(F)cc3)c2c1=O)N1CCN(c2ccccc2F)CC1
 : -1%, -24%, 23, /, /, /, /
Cc1ccc(NC(=O)Cc2coc3c(C)c(C)ccc23)c(C)c1
 : -1%, 29%, 0, /, /, /, /
CN(C)C(=O)c1ccc(-c2cccc(-c3ccn(CC4CC4)n3)c2)o1
 : -1%, 176%[activator], -2, ?, ?, ?, 7.1µM*

# Exported bar-delimited: entries from further up
mol | SNCA viab count | SNCA expr inhib | IP6K1 inhibitor | HEK293 tox | GPT2 inh | 3T3 cytotox | Luciferase inh
Cc1ccc(C2CCN(C(=O)c3cnn(-c4cccc(Cl)c4)c3C3CCN(C(=O)OC(C)(C)C)CC3)C2)cc1 (centres undefined) | -28% | ? | 3 | / | / | / | /
COC(=O)CSc1nc2sc3c(c2c(=O)n1-c1ccccc1C)CC(C)(C)OC3 | 2% | 6% | 30 | / | / | / | /
Cc1cc2c(OCC(CNC(C)(C)C)OC(=O)c3ccccc3)cccc2[nH]1 (centres undefined) | 3%[23.9 µM] | -24%[25.6 µM] | 16 | / | i | / | /
